# M1 PAM: potentiates human M1 receptor response to acetylcholine; actives 0.088% (n = 360,000); CHO-K1 hM1, Fluo-8 calcium fluorescence, ACh EC20; 0% = ACh EC20, 100% = maximal ACh; activation, % at 3 µM; P11229; in the data active = activation above about 19%, passing the limit was not always enough
# Target sequence (P11229 whole entry, looked up): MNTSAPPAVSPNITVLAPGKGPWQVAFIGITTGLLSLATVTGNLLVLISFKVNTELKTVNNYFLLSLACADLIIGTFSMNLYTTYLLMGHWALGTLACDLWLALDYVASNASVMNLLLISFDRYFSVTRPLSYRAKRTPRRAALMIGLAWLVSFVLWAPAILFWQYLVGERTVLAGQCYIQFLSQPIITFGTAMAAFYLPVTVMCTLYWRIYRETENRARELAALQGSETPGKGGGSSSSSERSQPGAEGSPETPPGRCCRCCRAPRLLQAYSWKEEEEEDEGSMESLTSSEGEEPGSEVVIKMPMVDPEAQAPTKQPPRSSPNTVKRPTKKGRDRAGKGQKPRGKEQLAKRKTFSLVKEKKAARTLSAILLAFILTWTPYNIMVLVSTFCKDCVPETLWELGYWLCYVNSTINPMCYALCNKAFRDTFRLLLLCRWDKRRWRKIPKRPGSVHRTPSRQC
# CHRM5 PAM: CHRM5 positive allosteric modulation; P08912; CHO-K1 hM5, Fluo-8 calcium, ACh EC20 PAM; 0% = ACh EC20, 100% = ACh EC100; activation, % at 3 µM; actives 0.3% (n = 360,000);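 active = activation above the run cutoff, the mean activation of all test compounds plus 3 SD, cut at about 18% in these data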
#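 System: CHO-K1 hM5 cells. Reagent: acetylcholine, EC20 level. Compound dosing: single dose, 3 µM nominal final test concentration. Timing: Post-acetylcholine fluorescence recording 140 s. Detection: Fluo-8 calcium fluorescence. Read-out: % activation, ACh-normalized. Benchmarks: ACh EC20 and EC100 wells. Repeats: singlicate, one well per test compound.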
# CRFBP-R2 agonist: agonists of human CRF-binding protein/CRF-R2 receptor complex | HEK293 CRF-R2/CRF-BP, calcium dye fluorescence (FLIPR); percent of saturating CRF peptide response | activation, % at 13.2 µM | actives 0.46% (n = 350,000) | AID 588473;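 active = activation of at least 50%, plus an integration ratio under a set limit after plate pattern correction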;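 note: plate controls were neutral control wells without compound for no effect and CRF at EC100 for full effect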
# M4 ag: agonists of human muscarinic M4 receptor (CHRM4). P08173. CHO-K1 hM4/Gqi5, Fluo-8 calcium fluorescence; vehicle 0%, full acetylcholine response 100%. activation, % at 3 µM. actives 0.14% (n = 360,000). AID 624127;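 active = activation above the run mean over all test wells plus 3 SD, cut at about 32% in these data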;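 note: peak over basal fluorescence ratio per well then scaled between controls; 0% = DMSO wells and 100% = acetylcholine at EC100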
# CHRM5 agonist: CHRM5 agonism in calcium assay; P08912; CHO-K1 hM5 cells, Fluo-8 calcium fluorescence; 0% DMSO wells, 100% maximal acetylcholine response; activation, % at 3 µM; actives 0.19% (n = 360,000); AID 624037;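 active = activation above the run's mean over test compounds plus 3 SD, cut at about 23% in these data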;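 note: signal is peak over basal fluorescence ratio across the kinetic read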
# M4 antag: CHRM4 antagonism in calcium assay | actives 0.73% (n = 360,000) | inhibition, % at 3 µM | CHO-hM4 cells, ACh EC80, Fluo-8 calcium fluorescence | P08173;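 active = inhibition above its plate's cutoff, the mean inhibition of sample wells plus 3 SD, cut at about 27% in these data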;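 note: 0% = acetylcholine EC80 with DMSO and 100% = DMSO without agonist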
# M4 PAM: CHRM4 positive allosteric modulation; P08173; CHO-K1 hM4/Gqi5, Fluo-8 calcium fluorescence, ACh EC20; 0% = ACh EC20, 100% = maximal ACh; activation, % at 3 µM; actives 0.4% (n = 360,000); AID 624126;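 active = activation above its plate's cutoff, the mean activation of sample wells plus 3 SD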; note: some results filed as inactive read as strong as hits
# CRFR2-BP antag: antagonists of CRF-binding protein/CRF-R2 receptor complex | AID 588475 | HEK293 CRF-R2/CRF-BP, CRF-induced calcium fluorescence | inhibition, % at 11.8 µM | actives 0.59% (n = 350,000);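 active = inhibition of the ligand-induced calcium signal above about 50% at the single tested concentration, limit read from the data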
# M5 antag: CHRM5 antagonism in calcium assay. P08912. CHO-hM5 cells, Fluo-8 calcium fluorescence, ACh EC80. inhibition, % at 3 µM. actives 0.59% (n = 360,000);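 active = inhibition above a per-plate cutoff, the mean of that plate's test compounds plus 3 SD, cut at about 27% in these data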;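 note: 0% = acetylcholine EC80 with DMSO and 100% = DMSO without agonist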
# * hit, by the source's call; . = not tested or not shown. Rows are unselected; overall some 2.6% were active at least once.
SMILES,M1 PAM,CHRM5 PAM,CRFBP-R2 agonist,M4 ag,CHRM5 agonist,M4 antag,M4 PAM,CRFR2-BP antag,M5 antag
COc1ccc(OC)c(C=C2CCc3ccccc3C2=O)c1,4,-7,.,-1,-1,-11,6,.,12
CC(=O)N1CCc2cc(S(=O)(=O)NC3CCCc4ccccc43)ccc21 (stereo not drawn),-10,-35,5.3,16,2,13,-8,-7,8
CCCc1cc(-c2n[nH]c(=S)n2-c2cccc(C)c2)cs1,-13,-3,-0.9,0,-4,-1,-1,-20,3
Cc1ccc(OCCOC(=O)c2cccc(S(=O)(=O)N3CC(C)OC(C)C3)c2)cc1 (stereo not drawn),-1,-14,4.5,6,-4,0,-5,2,12
CN(C)CCNC(=O)c1ccc2c(=O)n(Cc3ccc(Cl)cc3)c(=S)[nH]c2c1,3,-1,2.9,1,0,-14,4,-29,-2
Cc1ccc(NC(=O)C2C3CCCC2C3c2ccccc2)cc1C (stereo not drawn),0,1,-0.4,-1,-1,19,-3,5,-1
CSc1nc2ncc3c(n2n1)CC(C)(C)CC3=O,10,12,0.1,1,1,-6,6,2,-16
CC(C)NC(=O)c1nc2ccccc2s1,1,1,2.2,0,-1,7,0,-2,-7
CCOC(=O)CSc1nc2cc(C)ccc2cc1C#N,-2,0,-1.1,0,-5,-5,-5,-10,1
CCOC(=O)C1CCN(S(=O)(=O)c2ccc(OC)c(C(=O)N3CCCCCC3)c2)CC1,-5,-5,-1.6,1,-2,6,1,1,17
C=CSc1sc(Cl)c(N(CC)CC)c1[N+](=O)[O-],4,4,-0.4,1,-2,-3,7,6,-8
COc1ccc(S(=O)(=O)N2CCN(C(=O)CN3C(=O)NC4(CCCC4)C3=O)CC2)cc1,8,0,-2.3,0,-4,-1,1,-1,5
COc1ccccc1NS(=O)(=O)c1cc([N+](=O)[O-])ccc1N/N=C/c1sc(N2CCOCC2)nc1-c1ccccc1,-3,1,47,1,0,2,-2,-114,0
Cc1ccc2c(CSc3nc4nc(C)cc(C)n4n3)cc(=O)oc2c1,-2,-2,1.8,1,-4,2,12,-8,2
O=C(Nc1ccccc1Cl)c1cc(S(=O)(=O)N2CCCCC2)ccc1N1CCOCC1,12,-5,1.5,-2,-2,5,21,-34,9
COc1ccc(-c2c(NC(=O)CC(C)C)n(C)c3ccccc3c2=O)cc1OC,17,2,-1.3,0,-2,7,-1,14,4
Cc1cccc(/C=N/Nc2ccc3ccccc3n2)c1,0,-2,-0.2,-1,-7,3,-7,3,2
COc1ccccc1CNC(=O)c1cc(-c2cc(Cl)ccc2C)n[nH]1,6,6,.,-1,-1,-1,2,.,3
COc1ccc(C(=O)NCCc2ccc(Cl)cc2)cc1S(=O)(=O)N1CCCCC1C (stereo not drawn),7,-7,-1.5,11,0,-4,-2,1,9
NS(=O)(=O)c1ccc(NS(=O)(=O)c2ccc3c(c2)OCCO3)cc1,20,4,0.8,3,-3,-13,8,-2,-4
Cc1ccccc1NC1=NS(=O)(=O)c2ccccc21,3,1,-0.6,0,-1,-10,2,-3,-4
CCN(CC)CCCNC(=O)c1ccc2c3n(nc2c1)-c1ccc(Cl)cc1CO3,-3,-6,-0.3,1,-12,3,0,13,9
CC(OC(=O)c1cc2sccc2n1C)C(=O)NCc1ccc2c(c1)OCO2 (stereo not drawn),4,6,-0.2,1,-2,-22,10,-4,-12
NNC(=O)CNC(c1ccccc1)c1cc(Br)ccc1NC(=O)c1ccccc1Br (stereo not drawn),10,13,-0.9,0,-5,-4,-1,-25,-11
COc1cc(C)c(C(C)C)cc1S(=O)(=O)NCCCn1ccnc1,-7,5,1.2,1,-12,0,2,-9,-3
COc1ccccc1N1CC(C(=O)Nc2nnc(SCC(=O)NCC3CCCO3)s2)CC1=O (stereo not drawn),8,0,-2.1,0,-1,-16,5,14,-15
COc1ccccc1CNCC(c1ccccc1)c1ccccc1,0,1,.,4,-7,16,-8,.,5
COC(=O)c1ccc(C23CC4(C2)[C@H](CN(CC2CCCCC2)[C@@H]4c2ccccc2)C3c2ccc(Cl)nc2)cc1 (stereo partly drawn),21,10,4.1,-2,1,10,1,1,9
CC(=O)N(CCC(Cc1ccccc1)c1ccc2c(c1)OCO2)Cc1ccc(Cl)cc1 (stereo not drawn),-5,-20,5.2,1,-9,3,-12,5,6
COc1cccc(N2CCN(C(=O)CC(NC(=O)c3ccccc3)c3ccccc3)CC2)c1 (stereo not drawn),4,-8,2.0,4,0,-2,-5,-9,17
CCCOc1ccc(C(NC(=O)CC(C)C)NC(=O)CC(C)C)cc1OC,2,6,0.3,0,1,-13,9,13,-12
O=C(C1CCCN(S(=O)(=O)c2ccc(Br)s2)C1)N1CCN(c2ccccc2)CC1 (stereo not drawn),-9,-6,-0.3,11,-6,-1,-4,-10,6
Cc1ccc(NC(=O)CN(C)CC(=O)Nc2sc3c(c2C(N)=O)CCC3)cc1,6,-6,0.4,4,-7,2,3,-7,23
CNC(=S)NNC(=O)c1sc2cc(C(F)(F)F)cnc2c1-c1ccccn1,2,-7,-1.3,0,-1,13,0,-14,18
Cc1cc(NC(=O)CSc2nc(=O)cc(N)n2-c2ccc(Cl)cc2)no1,9,5,0.3,1,1,-3,7,-2,-6
O=C(CNC(=O)N1CC(=O)Nc2ccccc21)Nc1cccc(F)c1,1,-9,0.0,-1,-5,10,-2,1,16
CCN1C(=O)Nc2cccc3cccc1c23,5,13,1.2,0,2,11,0,-13,-8
O=[N+]([O-])c1cc([N+](=O)[O-])c(Oc2c(F)ccc(F)c2F)cc1NN1CCCCC1,1,-3,0.1,0,1,4,-1,-4,5
CC1CCN(C(=S)c2cn(Cc3cccc(F)c3)c3ccccc23)CC1,7,-3,-0.7,-1,-4,-5,2,5,-3
O=c1[nH]n2cc(-n3cc([N+](=O)[O-])cn3)cnc2c1Br,1,11,-0.3,0,0,1,-3,3,3
CS(=O)(=O)N(CC(=O)N1CCOCC1)c1ccc(Cl)cc1,10,6,-0.6,0,1,-16,8,-4,-2
CCOc1ccc(N2C(=O)CC(Sc3nc(C)cc(C)n3)C2=O)cc1 (stereo not drawn),7,-2,-0.7,1,1,2,3,-12,4
COc1cc(OC)cc(C(=O)NCC(C)NC(=O)c2cc(OC)cc(OC)c2)c1 (stereo not drawn),-2,-4,-0.3,5,-1,-25,14,-5,-3
c1cc(SC2CCCCC2)cc(-c2nc3cnccn3c2NC2CCCCC2)c1,0,7,5.7,2,6,9,0,-14,8
CC(C)Oc1ccc(CN=C(N)N=C(N)N)cc1Cl,-7,-6,-0.9,1,-9,5,-7,-3,6
COc1ccc(CNC(=O)c2cccc(S(=O)(=O)N3CCN(C)CC3)c2)cc1,14,-3,0.8,3,-1,-5,-2,-13,1
CCc1cc(/C(Cc2ccccn2)=N\O)c(O)cc1O,7,-12,0.8,11,8,0,17,-3,9
CSc1sc(C(=O)NNC(C)=O)c2c1C=CCC2,12,7,-2.9,0,-1,1,3,7,-2
O=C(Nc1ccccc1)c1ccc(Br)c(S(=O)(=O)Nc2ccccn2)c1,5,-4,1.7,1,0,-3,-1,-14,0
Cc1ccc[n+](C(C)C(=O)Nc2ccc(C)c(C)c2)c1 (stereo not drawn),-6,-2,-0.3,0,-14,13,-3,0,9
O=S(=O)(Nc1ccc(Cl)cn1)c1cccs1,8,0,0.8,0,0,3,7,1,6
O=[N+]([O-])c1cccc(-n2cccc2/C=N/Nc2nc(N3CCCCC3)nc(N3CCCCC3)n2)c1,-1,-8,0.2,-1,-2,3,-5,-28,5
CC(=O)c1ccc(NC(=O)c2ccc(C)c(Br)c2)cc1,-5,-3,0.8,10,-5,-6,4,-15,5
Cc1ccc(C(C(=O)Nc2ccc(C(C)C)cc2)N(C)C(=O)c2ccc(=O)[nH]c2)cc1 (stereo not drawn),8,17,-1.8,1,1,-7,15,-29,2
CCc1c(O)c(/C(C)=N\O)c(=O)n(-c2ccccc2)c1-c1ccccc1,6,-7,0.3,0,-1,-3,-4,-1,-4
CCC(NC(=O)c1ccccc1NC(=O)c1ccccc1)C(=O)NNC(=O)c1cccnc1 (stereo not drawn),4,-4,-0.8,1,0,2,4,6,11
Nc1c(Br)cc2oc(-c3ccccc3)nc2c1Br,12,2,1.2,0,-2,-7,20,-27,-11
CCOC(=O)c1sc(=S)n(C)c1NC(=O)c1ccccc1,2,2,-2.1,1,-4,15,6,6,11
O=C(CCOc1ccccc1)Nc1ccnn1C1CCN(Cc2ccc(CO)o2)CC1,0,0,-0.9,0,-3,3,-2,15,9

# Screens: PubChem, several laboratories
